C8 TRAIL sens: sensitizes caspase-8 expressing cells to TRAIL; NB7+C8 cells + TRAIL, ATPlite viability luminescence; 1% of 360,000 active; inhibition (viability loss, TRAIL sensitization), % at 10 µM;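 active = compounds causing at least 50% loss of cell viability in the single-dose screen, relative to plate controls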
KKLEB cytotox: counter-screen for CF NF-kB inhibitors: cytotoxicity; KKLEB CF airway cells viability, ATPlite luminescence, overnight; stronger effect = lower value; cells stimulated with P. aeruginosa culture filtrate; activity change (cytotoxicity), % at 5 µM; 0.36% of 360,000 active;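 active = corrected activity change at or below -50% at 5 µM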
Shn3 inh set2: reduces Shn3 3'UTR luciferase signal in osteoblasts; inhibition, % at 12.5 µM; AID 588674; Clone20 osteoblast Shn3 3'UTR firefly luciferase, 24 h; 0.52% of 360,000 active;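 active = mean inhibition of at least 75% with every replicate also reaching 75%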;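 also: 0% = median of neutral control wells and 100% = pilot-screen positive control compound; some compounds past the cut are filed as inactive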
CF NFkB block: inhibitors of cystic fibrosis induced NF-kB; KKLEB NF-kB-GFP reporter, PAF-induced, GFP fluorescence overnight; inhibition, % at 5 µM; 0.86% of 360,000 active;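 active = at least 50% inhibition at 5 µM, scaled per plate between neutral and stimulator controls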;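 also: PAF is a Pseudomonas aeruginosa culture filtrate used as stimulus; plate controls were PAF-stimulated DMSO wells for no effect and unstimulated DMSO wells for full effect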
NR2E3 ag-1: NR2E3 (human) agonism. AID 2300. GST-NR2E3/biotin-RetCOR TR-FRET, 1536-well. 0.12% of 320,000 active. inhibition of corepressor binding, % at 4.78 µM;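 active = percent inhibition above the cutoff of mean plus 3 SD of all tested compounds, set per screening campaign, cut at about 20% in these data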;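 also: 0% = DMSO wells and 100% = biotin wells as full block of FRET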
Target sequence (Q9Y5X4 whole entry, looked up): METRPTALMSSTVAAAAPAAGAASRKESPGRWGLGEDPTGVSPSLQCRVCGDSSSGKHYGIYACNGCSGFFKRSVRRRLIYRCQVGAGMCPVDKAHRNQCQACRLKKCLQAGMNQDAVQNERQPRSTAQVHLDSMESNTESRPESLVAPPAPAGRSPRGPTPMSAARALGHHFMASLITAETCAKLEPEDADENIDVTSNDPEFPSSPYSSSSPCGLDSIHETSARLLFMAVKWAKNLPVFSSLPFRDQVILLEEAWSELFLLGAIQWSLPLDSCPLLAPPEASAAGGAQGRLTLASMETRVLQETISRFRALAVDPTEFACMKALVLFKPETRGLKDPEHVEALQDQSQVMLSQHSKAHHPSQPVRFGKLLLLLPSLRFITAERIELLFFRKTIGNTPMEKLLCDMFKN
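Test system – NR2E3–RetCOR corepressor complex · Quantity – NR2E3 fusion 1.35 nM · Buffer or medium – Tris pH 7.5 · Incubation – Compound–protein incubation for 5 h at 4 °C · Technique – TR-FRET, Eu(K)-anti-GST donor, streptavidin-D2 acceptor, ex 340, em 617/671 nm · Evaluation – percent inhibition of 671/617 nm emission ratio versus biotin and DMSO controls · Plate – 1536-well format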
TWEAK-Fn14 inh: blocks TWEAK-Fn14 interaction in a reporter cell assay; AID 1159606; inhibition, % at 10 µM; TWEAK-stimulated Fn14 reporter cells, luciferase luminescence, 8 h; 2% of 360,000 active; in the data active = inhibition above about 50%
TRPM1 prom inh: inhibitors of MITF-driven TRPM1 promoter in melanoma cells. 0.83% of 330,000 active. inhibition, % at 12.5 µM. SK-MEL-5 TRPM1 promoter luciferase, 24 h;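 active = mean inhibition across replicates of 60% or more, whatever share of single replicates reaches that level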; also: values of inactives mirror those of a sister screen read the other way
NR2E3 ag-2: activates human NR2E3 receptor. CHO-S Gal4-NCOR/VP16-NR2E3 two-hybrid, luciferase. inhibition of corepressor binding, % at 3.98 µM. 0.35% of 360,000 active. AID 602229;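 active = inhibition above the mean of all tested compounds plus 3 SD, cut at about 70% in these data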;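 also: 0% = DMSO with NR2E3 transfected cells and 100% = cells lacking NR2E3 construct; higher means lower luciferase signal from less NR2E3 corepressor binding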
TROY NFkB inh: inhibitors of TROY-dependent NF-kB signaling; AID 1347056; Q293 LMP1-TROYcd NF-kB luciferase reporter, 4 h; inhibition, % at 10 µM; 0.98% of 360,000 active;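 active = compounds whose plate-normalised and pattern-corrected inhibition of the luciferase reporter signal at the single screening dose is 50% or more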
HIF-2a inh: blocks HIF-2a reporter activity. inhibition, % at 18.8 µM. 0.72% of 360,000 active. 786-0 RCC cells HIF-2a reporter, luciferase luminescence, overnight. AID 624352;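 active = inhibition of the luminescence signal of 40% or more relative to plate controls, in a single-dose primary screen at 18.75 µM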
Peg3 prom inh: inhibitors of Peg3 promoter; inhibition, % at 20 µM; HeLa PEG-Prom luciferase reporter, luminescence, overnight; 1.7% of 360,000 active;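 active = inhibition of at least 50% at 20 µM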
Active calls of the source: *; / = no result given.

Sequence of screens – C8 TRAIL sens	KKLEB cytotox	Shn3 inh set2	CF NFkB block	NR2E3 ag-1	TWEAK-Fn14 inh	TRPM1 prom inh	NR2E3 ag-2	TROY NFkB inh	HIF-2a inh	Peg3 prom inh
1: Cc1c(Cl)cccc1NC(=O)CN(C1CCCCC1)S(C)(=O)=O
 : 2	-10	15	16	1	12	5	-2	-16	11	14
2: O=C(C[C@H]1C/C=C\CC[C@@H](Cc2ccc(F)cc2)C(=O)OC[C@H]2CCCN2C1=O)N[C@@H](CO)Cc1ccccc1
 : 11	14	6	-1	/	-9	3	8	-2	10	15
3: COc1ccc(CC(NC(C)=O)C(=O)N2CCN(C(=O)Nc3ccc(Cl)cc3)CC2)cc1OC (stereo not given)
 : -13	17	19	-14	3	-9	-1	-5	-27	-49	-1
4: Cc1cccc(NNC(=O)c2c(F)cccc2Cl)c1
 : -1	1	8	11	1	2	-3	-34	-2	10	-5
5: COc1ccc(C(=O)NCCN2CCN(C(=O)c3ccc(OC)c(OC)c3)CC2)cc1OC
 : 3	9	4	14	-1	6	0	-17	-7	3	5
6: CCOC(=O)CN1C(=O)C(=O)N(Cc2ccccc2F)C1=O
 : -10	2	-5	-7	-4	7	-10	-9	9	13	0
7: O=C(CCSc1ccccc1)N1CCOCC1
 : 7	-8	-49	13	-2	20	-81	-92	-4	-113	-152
8: O=C(Nc1ccc(Cl)c(Cl)c1)c1cccc(S(=O)(=O)NCc2cccnc2)c1
 : 30	4	81	11	-2	90*	25	55	64*	-19	45
9: Cc1[nH]c2c(C)cccc2c1CC(=O)O
 : -5	17	-14	-22	1	16	9	-30	-1	12	7
10: c1csc(CNc2ncnc3ccc(-c4ccoc4)cc23)c1
 : 7	-7	8	77*	1	88*	-7	-77	55*	4	-11
11: Cc1cc(NS(=O)(=O)c2ccc(NC(=O)c3ccco3)cc2)nc(C)n1
 : -13	-2	10	4	-2	-6	-11	7	1	19	21
12: CCOc1cc(C(=O)N(CC)CC(=O)Nc2c(F)cccc2F)ccc1OCC(=O)N1CCCCC1
 : 16	-10	-4	10	2	-8	-7	-23	-8	-21	-23
13: COC(=O)c1ccc(Oc2ccc(C(F)(F)F)cn2)cc1
 : 9	2	5	-5	-4	-33	-9	8	-8	-7	1
14: c1ccc(-c2cc3c(nn2)CCc2nonc2-3)cc1
 : -7	7	-12	0	2	0	-5	-17	-14	-26	-33
15: O/N=C1\CC/C(=N\O)c2nn(-c3ccccc3Cl)nc21
 : -6	-12	-3	18	-1	-14	0	-8	-12	-1	12
16: C#CCNC(=O)C1CCN(c2cc(C)nc(-c3ccccc3)n2)CC1
 : -4	-4	-6	-5	3	-17	-2	-17	2	-2	-25
17: CNS(=O)(=O)c1cc(Br)ccc1S(=O)c1ccccc1C(=O)O (stereo not given)
 : 13	3	6	-5	4	-15	6	-13	2	20	11
18: O=[N+]([O-])c1ccc(Cc2cncc(O)c2)cc1
 : -13	-2	-6	2	/	12	13	-3	23	5	4
19: O=C(CN1C(=O)CSc2ccccc21)NCCC1=CCCCC1
 : 4	-4	13	17	4	12	0	-2	5	7	4
20: CCOc1ccc(S(=O)(=O)N2CCCC(C(=O)N3CCN(c4ccccc4)CC3)C2)cc1 (stereo not given)
 : 12	1	21	-13	-4	27	6	31	36	10	3
21: O=C1N=C2SCCN2/C1=C\c1ccccc1Cl
 : -17	16	-3	-5	-1	-3	9	-13	19	5	-16
22: COc1cc(/C=C/C(=O)OCC(=O)Nc2ccccc2Sc2ccc(Cl)cc2)ccc1O
 : 10	-3	17	2	3	36	-3	-4	52*	7	7
23: O=C(NCCNC(=O)Nc1ccc(Cl)cc1)Nc1ccc(Cl)cc1
 : -30	2	-14	0	/	-6	-14	-17	-21	-8	7
24: Cc1ccc(C2CCN(C(=O)Nc3ccccc3)C2)cc1 (stereo not given)
 : 9	0	-37	-2	1	-16	-82	-87	-7	-193	-289
25: O=C(CN1CCN(C(=O)CN2C(=O)NC3(CCCC3)C2=O)CC1)Nc1cccc(F)c1
 : 1	-12	4	0	2	7	-4	-6	8	-2	-5
26: NC(=O)CC(NC(=O)c1ccccc1)c1ccc(NC2CCCC2)c([N+](=O)[O-])c1 (stereo not given)
 : 11	-14	64	17	0	-9	-7	16	-14	-8	3
27: NNc1nnc2c3cc(F)ccc3n(CCc3ccccc3)c2n1
 : -12	0	11	-4	-3	-25	2	-9	12	15	19
28: Cc1ccc2[nH]c(=O)c(CC=C(Cl)Cl)c(C)c2c1
 : -1	10	13	3	-1	1	-5	7	4	9	5
29: COc1ccc(C)cc1NC(=O)C(NCC(O)c1ccccc1)c1ccccc1 (stereo not given)
 : -5	3	13	0	2	9	-6	1	-1	6	7
30: Cc1cc(NC(=O)c2ccccc2)cc(NC(=O)c2ccccc2)c1C
 : 14	-6	8	4	6	-1	7	-22	-7	-6	9
31: CCOc1ccc(NC(=O)c2ccc3c(c2)N(C)CCS3)cc1
 : 10	-19	-42	22	/	-28	/	-55	-15	-213	-223
32: O=C(Nc1nccs1)c1ccc(COc2ccc(Cl)cc2)o1
 : 3	-13	4	9	-1	7	-18	-19	-25	-182	-75
33: CN(C)c1ccc(C=Cc2nccc3ccccc23)cc1
 : 20	-10	-22	-211	/	-31	/	-91	-36	-45	-183
34: COCCNC(=O)c1cccc(OC2CCN(Cc3ccc(F)c(OC)c3)CC2)c1
 : 14	-5	16	-15	2	11	6	-12	18	16	14
35: Cn1c(=O)c2[nH]c(CCC3CCCC3)nc2n(C)c1=O
 : 3	14	-3	-19	/	7	-2	21	-10	-5	-13
36: CCC(C)(C)NC(=O)Cc1ccc(OC)c(OC)c1
 : -3	9	-2	-16	2	-16	1	1	-8	4	7
37: NC(=O)C1CCN(C(=O)CSc2ncccn2)CC1
 : -12	10	-14	-4	5	2	-5	-6	-6	7	2
38: C#CCOCCOCCOCCNc1nc(N2CCN(C(=O)[C@H]([C@@H](C)CC)n3cc([C@@H](N)CO)nn3)CC2)nc(N2CCN(C(=O)[C@H]([C@@H](C)CC)n3cc([C@@H](N)CC(C)C)nn3)CC2)n1
 : 12	-6	-20	10	4	-5	0	10	-14	5	-3
39: CC(C)c1ccc(Nc2nnns2)cc1
 : 2	4	-4	2	-2	-14	6	-18	1	-14	2
40: Cc1ccsc1S(=O)(=O)N1CCCC(CCC(=O)NCc2ccccc2F)C1 (stereo not given)
 : 2	-26	-34	-2	1	0	16	5	-6	16	16
41: O=C1CCc2cc(NS(=O)(=O)c3ccc(Cl)cc3)cc3c2N1CC3
 : 18	8	5	-9	1	-16	-10	38	-12	-21	-32
42: CC1(C(=O)Nc2cccc(Oc3ccccc3)c2)Cc2c(-c3ccc4c(c3)OCO4)ccnc2O1 (stereo not given)
 : -12	14	23	22	/	25	/	-17	7	9	3
43: Cc1ccccc1Cn1ccc(-c2ccc3c(c2)OCO3)n1
 : 9	-11	-45	0	-5	-7	-67	-76	-11	-238	-211
44: O=C(NCc1ccco1)C1Cc2c(-c3cccc(F)c3)ccnc2O1 (stereo not given)
 : 15	-11	21	18	/	7	/	-18	18	0	7
45: Cc1ccc(Nc2ccncc2S(N)(=O)=O)cc1
 : -5	8	-22	-4	-1	-9	/	-19	-10	23	22
46: Cc1ccccc1N(CC(=O)N/N=C/c1cc(Br)c(C)o1)S(C)(=O)=O
 : -8	3	6	7	1	-19	2	1	-13	20	-7
47: O=C(Nc1ccc2c(c1)OCO2)c1n[nH]c(=O)c2ccccc12
 : 2	-3	-107	3	-7	-23	-69	-100	-51	-273	-236
48: CC1CCCC(NC(=O)COC(=O)[C@@H](NC(=O)c2ccccc2Cl)C(C)C)C1C (stereo not given in full)
 : -1	-2	-1	11	/	-7	13	9	-11	12	11
49: O=C(c1ccco1)N1CCN(S(=O)(=O)c2c(Cl)cccc2Cl)CC1
 : -11	-4	-7	7	1	92*	6	10	-11	8	8
50: COc1ccc(CN2CC(=O)N(c3cc(Cl)ccc3C)C2=S)cc1OC
 : -17	-26	22	26	2	-13	-3	-4	17	20	18
51: O=C(Nc1ccc([N+](=O)[O-])cn1)C1CC1
 : -4	-2	-3	21	1	8	-4	0	-9	-6	-1
52: Nn1c(SCC(=O)NCC2CCCO2)nnc1-c1ccc(OC(F)F)cc1 (stereo not given)
 : 1	-14	6	22	6	-2	-2	-8	-14	-3	5
53: COc1ccc([C@@H]2CC=C(C(=O)O)[C@H](c3ccc(C)cc3)N2S(=O)(=O)c2ccccc2C)cc1
 : -10	-7	0	14	/	-14	3	0	-3	12	13
54: Cc1ccccc1N1CCN(CC(=O)Nc2nc(C)c(C(=O)N(C)C)s2)CC1
 : -2	0	1	3	2	3	-6	-7	-2	2	11
55: COc1ccccc1Nc1nnc(SCc2cc(=O)n3ccsc3n2)s1
 : 19	-3	-26	6	0	-13	-17	-12	-17	-80	-19
56: CC(=O)Nc1ccc2oc(-c3ccccc3Br)nc2c1
 : 22	22	-9	-37	3	8	-5	-141	-58	-73	-191
57: Cc1cccc(C)c1N(CC(=O)N(C)Cc1ccccc1)S(C)(=O)=O
 : 3	5	-6	7	-1	1	3	-22	-2	14	4
58: Cc1cc(Nc2ccccc2C(=O)O)n(-c2ccc([N+](=O)[O-])cc2)n1
 : -4	3	-17	-2	4	-7	12	12	10	7	-6

Assay outcomes as filed in PubChem BioAssay.

The list is partial, so the mix of outcomes need not match the whole.
